Bioassay records as filed in PubChem BioAssay.
SENP8 block: inhibitors of human SENP8 protease. AID 602440. hit rate 0.64% among 360,000. inhibition, % at 20 µM. Q96LD8. recombinant SENP8, Nedd8 substrate fluorescence; in the data active = inhibition mostly above about 40%, no sharp cut-off; inactive = mostly below about 27%
Target sequence (Q96LD8 whole entry, looked up): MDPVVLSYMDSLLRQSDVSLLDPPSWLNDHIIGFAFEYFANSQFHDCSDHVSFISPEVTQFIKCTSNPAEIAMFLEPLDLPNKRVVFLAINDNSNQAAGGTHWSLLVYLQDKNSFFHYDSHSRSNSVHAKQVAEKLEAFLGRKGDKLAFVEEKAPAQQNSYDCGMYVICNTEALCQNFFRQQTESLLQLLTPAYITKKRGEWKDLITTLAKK
hIAP activ: increases human intestinal alkaline phosphatase activity. P09923. purified human IAP, CDP-Star luminescence, 30 min; hits give high values; 1 = vehicle-only enzyme, 0 = enzyme-free background. activation factor at 10 µM. hit rate 0.16% among 330,000. AID 2524;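 active = activation factor of the enzyme at least 2-fold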; also: the source names both 10 and 20 µM as test concentration; values of inactives mirror those of a sister screen read the other way
MPTP inh: blocks calcium-induced mitochondrial swelling; hit rate 1.4% among 360,000; inhibition, % at 10 µM; isolated mouse mitochondria, Ca2+ swelling absorbance, 30 min;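 active = inhibition of 50% or more, scaled per plate between neutral and stimulator controls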;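 also: 0% = DMSO wells given calcium and 100% = 1 mM EGTA wells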
SENP1 inh: inhibitors of human SENP1 SUMO protease catalytic domain. recombinant SENP1 catalytic domain, CyPet-SUMO1-YPet FRET cleavage. inhibition, % at 10 µM. Q9P0U3. hit rate 0.21% among 360,000;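 active = inhibition at least 30% at 10 µM, raw YFP signal under a set limit, fluorescence ratio 0.5 to 1.5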;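 also: 0% = enzyme with DMSO and 100% = no enzyme wells; some results filed as inactive read as strong as hits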
Target sequence (Q9P0U3 419-644 limits assumed): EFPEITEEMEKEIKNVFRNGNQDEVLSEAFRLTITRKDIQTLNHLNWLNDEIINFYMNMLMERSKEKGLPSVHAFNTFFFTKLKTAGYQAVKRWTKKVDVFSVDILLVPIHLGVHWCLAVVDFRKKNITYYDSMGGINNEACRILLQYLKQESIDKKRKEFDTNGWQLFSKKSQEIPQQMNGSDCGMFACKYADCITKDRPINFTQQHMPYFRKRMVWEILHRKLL
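Assay system – human recombinant His6-tagged SENP1 catalytic domain enzyme · Input – SENP1 enzyme, 20 pM final · Buffer or medium – Tris pH 8 buffer plus EDTA, NaCl, BME, BSA, NP40, catalase · Schedule – 50 min reaction at room temperature · Technique – FRET read of cyan and yellow fluorescence · Control set – no-enzyme wells low, DMSO-plus-enzyme wells high control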
SENP6 block: inhibitors of human SENP6 protease; Q9GZR1; Recombinant SENP6 catalytic domain, aminoluciferin luminescence; inhibition, % at 10 µM; hit rate 1.8% among 330,000;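 active = inhibition above about 50% at the single tested dose, limit read from the data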;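 also: plate controls were DMSO wells with enzyme for no effect and DMSO wells lacking enzyme for full effect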
Target sequence (Q9GZR1 628-1112 limits assumed): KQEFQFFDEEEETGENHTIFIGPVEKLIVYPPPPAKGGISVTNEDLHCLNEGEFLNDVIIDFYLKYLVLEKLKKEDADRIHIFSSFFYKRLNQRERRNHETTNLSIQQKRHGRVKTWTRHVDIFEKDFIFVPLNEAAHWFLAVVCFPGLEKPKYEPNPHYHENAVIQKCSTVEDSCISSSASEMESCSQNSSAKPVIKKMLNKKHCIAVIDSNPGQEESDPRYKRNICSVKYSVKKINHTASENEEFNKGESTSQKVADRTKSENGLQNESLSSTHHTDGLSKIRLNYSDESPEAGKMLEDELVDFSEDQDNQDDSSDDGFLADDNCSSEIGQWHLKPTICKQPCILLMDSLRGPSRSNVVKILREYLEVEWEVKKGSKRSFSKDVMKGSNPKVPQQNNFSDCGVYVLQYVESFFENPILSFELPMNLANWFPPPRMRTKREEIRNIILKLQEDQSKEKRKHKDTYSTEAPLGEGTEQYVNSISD
ATG4B inh: inhibitors of human ATG4B cysteine protease; Q9Y4P1; ATG4B cleavage of LC3-PLA2, NBD-HPC fluorescence, 1 h; inhibition, % at 8.33 µM; hit rate 0.51% among 340,000; in the data active = inhibition above about 40%
PfG6PD inh: PfG6PD (Plasmodium falciparum) enzyme inhibition; PfGluPho enzyme, NADPH resazurin-diaphorase fluorescence; inhibition, % at 20 µM; hit rate 0.78% among 350,000; AID 504690;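 active = inhibition reaching at least a set limit at 20 µM in the primary screen, cut at about 59% in these data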;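 also: 0% = DMSO wells with substrate and 100% = DMSO wells lacking glucose-6-phosphate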
GRIN3A LBD mod: modulates the human NR3A ligand-binding domain. NR3A LBD differential scanning fluorimetry, Tm shift; 0% = protein alone, 100% = glycine-bound protein. Tm shift relative to glycine control, % at 25 µM. hit rate 2.5% among 340,000;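 active = melting temperature shift of at least 10% of the positive control shift, at one fixed dose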
* hit, by the source's call; / = not tested or not shown.

SMILES	SENP8 block	hIAP activ	MPTP inh	SENP1 inh	SENP6 block	ATG4B inh	PfG6PD inh	GRIN3A LBD mod
O=C(CSc1nnc(NC2CC2)s1)NN1C(=O)NC2(CCCCC2)C1=O	4	1.1	-1.5	0	-7	0	2	0
Cc1nn(Cc2ccccc2)c(C)c1NC(=O)CSc1nc(C2CC2)nc2c1cnn2-c1ccccc1	-8	0.93	0.7	-9	-7	-3	-3	-1
COc1ccc(CN2CCC(C)CC2)cc1OCc1ccccc1	18	1	3.1	-1	-15	-8	2	1
N/C(=N\OC(=O)c1cccs1)C1(c2ccc(Cl)cc2Cl)CC1	11	1	-1.5	1	5	4	-3	-2
NC1=NC[C@@H](Cc2ccc(O)cc2)N1CC1CCCCC1	15	1	0.7	-4	-1	-1	1	-7
CCN1/C(=C/C=C2/SC(=Nc3cccc4ncccc34)N(C)C2=O)Sc2ccccc21	27	/	2.0	37*	/	1	19	-1
CSc1nsc(SCC(=O)Nc2ccc(OC(C)=O)cc2)n1	25	1.2	15	-1	-12	3	5	-4
Cc1cc(/C=C(\C#N)C(=O)NC2CCCCCC2)c(C)[nH]1	-138	/	-0.1	-1	/	0	2	-5
COc1cc(N(C(C)=O)c2ccc(O)cc2)c2ncccc2c1	20	/	0.1	3	/	/	-5	/
Cc1ccc(C(=O)NC(C)c2ccc(-n3ccnc3)cc2)c(C)c1 (configuration not stated)	4	1	1.4	1	-3	-4	6	1
Cc1cccc(/C(N)=N/OC(=O)c2ccoc2C)c1	14	0.98	-1.0	1	97*	19	-16	-1
Fc1cnc(Cl)nc1NC1CCCCC1	22	0.87	-0.2	0	-10	-4	-4	1
O=C(Nc1cccnc1)c1cccc(S(=O)(=O)Nc2cccc(Cl)c2)c1	5	1.1	4.1	1	9	-7	-8	1
CC(=O)NCCn1c(SCc2cccc([N+](=O)[O-])c2)nc2ccccc2c1=O	12	0.95	1.3	3	-9	-13	6	0
CN(CC(=O)Nc1ccc(N2CCOCC2)cc1)C(=O)c1cn(-c2ccccc2)nc1-c1ccccc1	-3	1.1	-2.5	0	2	-4	-17	-2
COc1cccc(OCc2nnc(-c3cccs3)o2)c1	-1	1	0.5	0	2	/	/	/
c1ccc(Nc2nc(N3CCNCC3)nc(N3CCOCC3)n2)cc1	14	1.1	-1.1	1	-4	-19	0	5
CSc1nc(O)c(C(c2ccc(C)cc2)c2c(O)nc(SC)[nH]c2=O)c(=O)[nH]1	-1	1.1	-0.2	-1	-15	-4	-15	-3
O=C(NCC1CCCO1)Nc1ccc2c(c1)OCO2 (configuration not stated)	14	0.94	2.4	1	5	5	13	-2
Cc1cccc2cc(CNCc3ccccc3)c(Cl)nc12	0	1	0.8	2	-17	-1	1	1
Clc1ccc(OCc2nnnn2-c2ccccc2)cc1	12	1.2	-0.6	0	-1	-5	3	2
COc1ccccc1OCC(=O)NCCc1nc2ccccc2[nH]1	16	1.1	-1.4	1	9	-14	-20	-2
CC(C)C(NC(=O)/C=C/c1cccc([N+](=O)[O-])c1)C(C)C	17	1.1	-0.9	3	-6	5	-10	3
CC1CCCCC1NC(=O)CSc1nc2ccccc2[nH]1 (configuration not stated)	4	0.84	0.1	3	-5	2	-17	-2
CC(C)NC(=O)C(=O)NCCN1CCN(C(=O)c2ccc(C(C)(C)C)cc2)CC1	4	0.92	-0.5	1	3	-6	2	0
CN(CC(=O)Nc1ccc(Cl)c(C(F)(F)F)c1)C(=O)CC1Sc2ccccc2NC1=O (configuration not stated)	-7	1.1	-0.5	-1	-17	-6	41	-2
CC1CCc2nc(NCCO)nc(C(F)(F)F)c2C1 (configuration not stated)	-62	0.99	-0.2	-1	0	-1	15	-1
CCOC(=O)c1c(C)[nH]c(C(=O)CSc2ccccc2)c1C	27	0.98	-5.7	-1	7	4	-18	0
CCOC(=O)c1ccoc1CSCC(=O)N1CCN(S(=O)(=O)c2ccc(C)cc2)CC1	21	1.1	1.4	-1	15	-13	3	5
CC(C)Oc1ccc(/C(O)=C2/C(=O)C(=O)N(CCN(C)C)C2c2cccs2)cc1 (configuration not stated)	9	1.1	-0.1	0	-14	1	5	-1
N=c1oc2cc(O)ccc2cc1C(=O)Nc1nc2ccccc2s1	-416	/	14	-28	/	-9	1	1
COc1ccc(C(=O)NCc2cccnc2)cc1	11	1.1	-0.1	1	5	-7	-4	2
Cc1cccc(NC(=O)c2cccc(S(=O)(=O)N3CCCC3)c2)n1	15	0.92	-1.9	4	-9	-4	-1	2
COc1cccc(CNC(=O)c2ccc(CS(=O)Cc3ccccc3Cl)o2)c1 (configuration not stated)	4	/	-0.7	-1	/	/	6	/
Cc1ccc(S(=O)(=O)Nc2cccc(-c3ccc(N4CCCCCC4)nn3)c2)cc1C	-10	1.2	-0.6	-3	-6	-5	-21	2
COc1cc(C(=O)OCC(=O)Nc2cccc(S(=O)(=O)N3CCCC3)c2)ccc1OCC(C)C	2	0.96	0.0	2	-1	-11	12	-5
Cc1c(C(=O)OCC(C)C)[nH]c2c1C(=O)CC(c1cccs1)C2 (configuration not stated)	4	1	3.3	-2	4	3	-17	0
CC(=O)c1ccc(NC(=O)Cn2cnc(S(=O)(=O)N3CCC(C)CC3)c2)cc1	6	1.1	-1.3	2	11	3	10	1
O=C1OCC/C1=C\c1ccccc1O	-36	1.2	-1.3	9	-16	-2	-3	0
CCN1C(=O)CC(N2CCN(c3ccc(OC)cc3)CC2)C1=O (configuration not stated)	-2	1.3	-0.1	-6	-12	-3	-14	0

Some of the entries above in a different format.
structure,SENP8 block,hIAP activ,MPTP inh,SENP1 inh,SENP6 block,ATG4B inh,PfG6PD inh,GRIN3A LBD mod
O=C(Nc1cccnc1)c1cccc(S(=O)(=O)Nc2cccc(Cl)c2)c1,5,1.1,4.1,1,9,-7,-8,1
CC(=O)NCCn1c(SCc2cccc([N+](=O)[O-])c2)nc2ccccc2c1=O,12,0.95,1.3,3,-9,-13,6,0

Other entries
SMILES	SENP8 block	hIAP activ	MPTP inh	SENP1 inh	SENP6 block	ATG4B inh	PfG6PD inh	GRIN3A LBD mod
CCN(CC)S(=O)(=O)c1cc(NS(=O)(=O)c2cccc(C(=O)O)c2)ccc1C	12	0.98	-1.7	1	-2	-3	3	2
CCCCOC(=O)Nc1ccccc1C(=O)OC	-10	0.97	-0.1	0	-6	-1	-12	-2
Cc1cc(NC(=O)CSc2ccccn2)cc(NC(=O)CSc2ccccn2)c1	20	0.9	0.5	1	3	12	-18	-2
Cc1ccc(S(=O)(=O)N/N=C/c2cccc([N+](=O)[O-])c2)cc1	3	0.98	0.2	6	10	-2	-1	1
O=C(COC(=O)c1cccc(S(=O)(=O)N2CCCCC2)c1)NCc1ccccc1	10	1	-1.6	1	-18	4	-1	0
CC(=O)Nc1ccc(S(=O)(=O)N2CCN(C(=O)N3CCCCCC3)CC2)cc1	6	1.3	-1.2	2	0	-5	0	-3
O=[N+]([O-])c1ccc(-c2csc(N/N=C/c3cccnc3)n2)cc1	10	0.91	1.7	7	-10	-2	24	-5
COc1cccc(N(CC(=O)Nc2ccccc2C(=O)N2CCCC2)S(C)(=O)=O)c1	3	1	-0.6	-1	22	-1	9	3
CCN(CC)CCn1c2c(c(SCC(=O)Nc3nc(C)cs3)nc1=O)CCCC2	4	1.2	-0.2	0	0	-6	2	-1
Cc1ccc(N2CC(O)Cn3c2nc2c3c(=O)[nH]c(=O)n2C)cc1 (configuration not stated)	-1	1.2	0.6	0	3	4	9	-3
COc1ccc(CCN2C(=O)CC(N3CCN(c4ccccn4)CC3)C2=O)cc1OC (configuration not stated)	9	1	1.5	-1	-8	2	0	-14
CC(C)[C@@H]1NC(=O)c2cc([N+](=O)[O-])cc(I)c2NCCC[C@@H](C(=O)NC(CC(=O)O)C(N)=O)NC(=O)[C@H](CO)NC1=O (some centres not stated)	13	0.97	-0.7	0	3	-4	-8	5
O=C(COc1ccccc1Br)NCc1ccccn1	11	0.95	0.8	0	6	1	-10	1
NC(=O)c1ccc[n+](CC(=O)c2ccc(F)cc2)c1	8	0.98	1.2	-7	1	-10	6	0
O=C(CSc1nnc(-c2ccccc2)o1)N1CCN(c2ccccc2)CC1	14	0.9	-0.3	1	-11	-4	-5	1
CSc1cccc(NC(=O)C2CCCN(S(=O)(=O)c3ccc(F)cc3)C2)c1 (configuration not stated)	30	1.1	0.9	2	16	-9	13	-5
Cc1ccc(S(=O)(=O)c2c(C)cc(C)nc2Cl)cc1	28	1.1	0.7	2	62*	-4	48	2
Nc1nc2n(c1C(=O)c1ccccc1)CCC2	5	0.93	-0.6	3	-21	7	-12	-1
Cc1cc(-c2ccccc2)nc2c(Br)c(C(=O)O)nn12	-106	0.88	0.9	2	8	28	4	1
Cn1c(N)c(C(=O)COC(=O)Cc2ccc(Cl)cc2Cl)c(=O)n(C)c1=O	-2	1.1	-1.4	0	-2	-2	3	-7
CCOC(=S)SCc1cn2ccc(C)cc2n1	-4	1.1	0.6	-20	-24	11	9	1
CC1CCCCC1NC(=O)c1ccc(S(=O)(=O)N2CCN(C)CC2)cc1 (configuration not stated)	2	1.2	-0.3	-1	-2	3	-12	2
CCOC(=O)c1cc2cc([N+](=O)[O-])ccc2oc1=O	28	0.94	0.8	2	-11	-9	7	0
CCCn1c(C)cc(C(=O)COc2ccc(S(=O)(=O)N(CC)CC)cc2[N+](=O)[O-])c1C	3	1	17	3	8	-1	5	-1
Cc1cc(C)n(-c2cc(N3CCN(C(=O)c4ccccc4C)CC3)ccc2[N+](=O)[O-])n1	53*	0.95	-2.7	1	-20	-16	4	0
Cc1ccccc1NCC(=O)N/N=C/c1c(C)c(C(=O)c2ccc(Cl)cc2)n2ccccc12	2	0.99	0.7	27	13	-4	-5	12*
C1=C(c2ccco2)N2CCN=C2S1	3	1	-0.6	1	9	1	4	1
OC(CN1CCN(C(c2ccccc2)c2ccccc2)CC1)c1ccccc1 (configuration not stated)	10	1.1	2.5	1	-32	25	-17	1
CC(OC(=O)CCN=C1NS(=O)(=O)c2ccccc21)C(=O)Nc1ccc(F)cc1 (configuration not stated)	2	1	-0.4	1	-10	-1	-2	2
CC12CCC(=O)N1C(C(=O)N1CCN(S(=O)(=O)c3cccc(Cl)c3)CC1)CS2 (configuration not stated)	9	1	2.1	2	1	-5	5	2

Grouped by structure, the entries above containing bromine.
SMILES	SENP8 block	hIAP activ	MPTP inh	SENP1 inh	SENP6 block	ATG4B inh	PfG6PD inh	GRIN3A LBD mod
O=C(COc1ccccc1Br)NCc1ccccn1	11	0.95	0.8	0	6	1	-10	1
Cc1cc(-c2ccccc2)nc2c(Br)c(C(=O)O)nn12	-106	0.88	0.9	2	8	28	4	1

Additional structures
SMILES	SENP8 block	hIAP activ	MPTP inh	SENP1 inh	SENP6 block	ATG4B inh	PfG6PD inh	GRIN3A LBD mod
CCc1cc(=O)oc2c(CN3CCN(C)CC3)c(O)c(Cl)cc12	-302	0.97	0.3	-36	15	8	15	0
O=C1C=C(c2ccc(Br)c3ccccc23)C[C@@H](c2ccc3c(c2)OCO3)C1	18	1.1	-1.5	1	-6	3	-11	4
N=c1sccn1CC(=O)Nc1ccccc1Oc1ccccc1	22	0.99	6.2	-2	-10	2	-3	-1
CCOCC(=O)Nc1nnc(COC)s1	13	1.2	0.8	1	2	-5	3	-1
CCCCN(CCCC)CCCNC(=O)C12CN(Cc3ccccc3)CC1C(c1cccc([N+](=O)[O-])c1)=NO2 (configuration not stated)	16	1	5.3	3	-13	-1	24	-4
COc1ccc(CNC(=O)COC(=O)c2cccs2)cc1	16	1	-1.1	1	6	-6	-2	1
CCOC(=O)N1CCC(N2Cc3cccc(C(=O)NC(C)c4ccc5c(c4)OCCO5)c3C2=O)CC1 (configuration not stated)	22	0.98	0.1	-2	-9	0	13	-2
COc1ccc(/C=C2/SC(=S)N(CCC(=O)O)C2=O)cc1	13	0.9	0.6	-32	98*	18	-30	0
